OX1R antag-1 – antagonists of human orexin 1 receptor (OX1R). Orexin/Hypocretin receptor type 1 (Homo sapiens), O43613. OX1R-expressing cells, FRET antagonist read-out. inhibition, % at 6.6 µM. 330,000 tested, 1.8% active. AID 485270, 2010; in the data active means inhibition mostly above about 38%, no sharp cut-off; inactive means mostly below about 40%;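 further: 0% = agonist challenge alone and 100% = reference antagonist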
Target sequence (O43613 whole entry, looked up): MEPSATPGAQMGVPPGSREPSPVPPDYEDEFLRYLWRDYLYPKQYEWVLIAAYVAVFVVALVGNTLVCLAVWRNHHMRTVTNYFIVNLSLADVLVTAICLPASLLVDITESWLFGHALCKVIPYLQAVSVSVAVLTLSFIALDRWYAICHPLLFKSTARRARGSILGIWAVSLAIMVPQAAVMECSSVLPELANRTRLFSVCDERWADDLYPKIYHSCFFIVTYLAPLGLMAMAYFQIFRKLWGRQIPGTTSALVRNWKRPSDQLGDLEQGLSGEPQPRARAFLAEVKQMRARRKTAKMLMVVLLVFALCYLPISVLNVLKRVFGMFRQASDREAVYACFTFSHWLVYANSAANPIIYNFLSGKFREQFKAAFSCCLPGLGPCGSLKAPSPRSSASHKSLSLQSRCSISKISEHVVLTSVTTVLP
OX1R antag-2 – OX1R (HCRTR1) antagonists, primary screen, fluorescence, CHO/OX1R cells, Fluo-8 calcium, orexin A | Fluo-8 calcium fluorescence | 330,000 tested, 0.43% active | inhibition, % at 5 µM | Orexin/Hypocretin receptor type 1 (Homo sapiens), O43613 | AID 434989, 2010;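 active means inhibition above its plate's threshold, mean inhibition of all tested compounds on the plate plus 3 SD, cut at about 37% in these data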;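 further: 0% = orexin A challenge wells and 100% = SB-334867-A antagonist wells; not every result past the cut was called active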
An asterisk follows results filed as active.

The opening 4 compounds, to show the layout:
CC(=O)N1CCN(c2ccccc2NC(=O)COc2cc(C)cc(C)c2)CC1 was read as OX1R antag-1 28 and OX1R antag-2 -34.
For Cc1cc(C)n(-c2nc3ccccc3n3nnnc23)n1 the results were OX1R antag-1 8 and OX1R antag-2 -14.
For COc1ccccc1/C=C/C(=O)OC(C)CN1CCCCC1 (stereo unspecified) the results were OX1R antag-1 1 and OX1R antag-2 -25.
For COc1cc(NC(=O)c2ccc3c(c2)C(=O)N(CCC(C)C)C3=O)c(C(=O)O)cc1OC the results were OX1R antag-1 24 and OX1R antag-2 -9.

This part in full, repeating the preview:
CC(=O)N1CCN(c2ccccc2NC(=O)COc2cc(C)cc(C)c2)CC1 was read as OX1R antag-1 28 and OX1R antag-2 -34.
For Cc1cc(C)n(-c2nc3ccccc3n3nnnc23)n1 the results were OX1R antag-1 8 and OX1R antag-2 -14.
For COc1ccccc1/C=C/C(=O)OC(C)CN1CCCCC1 (stereo unspecified) the results were OX1R antag-1 1 and OX1R antag-2 -25.
For COc1cc(NC(=O)c2ccc3c(c2)C(=O)N(CCC(C)C)C3=O)c(C(=O)O)cc1OC the results were OX1R antag-1 24 and OX1R antag-2 -9.
`Cc1n[nH]c(=O)c2c(NC(=O)CSc3nnc(-c4ccco4)n3C)oc(C)c12` gave OX1R antag-1 16 and OX1R antag-2 -14.
For CC(C)c1ccc(S(=O)(=O)Nc2ccc(N3CCOCC3)cc2)cc1 the results were OX1R antag-1 11 and OX1R antag-2 -21.
`COc1ccc(NC(=O)CSc2n[nH]c(C)c2[N+](=O)[O-])cc1` gave OX1R antag-1 10 and OX1R antag-2 -10.
Screening Cn1cc(C(=O)c2ccc(Cl)cc2)cc1-c1nc2ccccc2n1C returned OX1R antag-1 12 and OX1R antag-2 8.
For O=C(Cc1ccccc1)Nc1ccc(NC(=S)NC(=O)c2ccccc2)cc1 the results were OX1R antag-1 4 and OX1R antag-2 -8.
`COc1cc(NC(=O)c2cccc(C)c2)c(OC)cc1NC(=O)CN1CCOCC1` gave OX1R antag-1 9 and OX1R antag-2 -24.
Screening CCC(=O)N1CCC2(CC1)Oc1ccc(Cl)cc1C(=O)C21CC(c2ccc(Cl)cc2)=NO1 (stereo unspecified) returned OX1R antag-1 17 and OX1R antag-2 -5.
`CC1(C(=O)NC2CCCCCC2)CCC(=O)N1Cc1ccc2c(c1)OCO2` (stereo unspecified) gave OX1R antag-1 15 and OX1R antag-2 -18.
`CN(C)c1cccc(C(=O)NNC(=O)/C=C/c2cccs2)c1` gave OX1R antag-1 1 and OX1R antag-2 -11.
For CC(C)N1CC2=C(OC(N)=C(C#N)C2c2cccnc2)/C(=C/c2cccnc2)C1 (stereo unspecified) the results were OX1R antag-1 19 and OX1R antag-2 -7.
Screening CCc1n[nH]c(=S)n1/N=C/c1ccc(-c2ccc(Br)cc2)o1 returned OX1R antag-1 -1 and OX1R antag-2 -5.
COc1ccc(OCc2nc(-c3ccc(F)c(F)c3)cs2)cc1 was read as OX1R antag-1 12 and OX1R antag-2 -9.
Screening C/C(=N\N1CCN(Cc2ccccc2Cl)CC1)c1ccc([N+](=O)[O-])cc1 returned OX1R antag-1 8 and OX1R antag-2 -16.
Screening NS(=O)(=O)c1cccc(NS(=O)(=O)c2ccc(/C=C/C(=O)OCC(=O)c3ccccc3)cc2)c1 returned OX1R antag-1 29 and OX1R antag-2 25.
For Cc1cc(C)c(S(=O)(=O)N2CCN(c3ccc([N+](=O)[O-])c(NCC4CCCO4)c3)CC2)c(C)c1 (stereo unspecified) the results were OX1R antag-1 11 and OX1R antag-2 -19.
O=C(Cc1ccccc1)NC1CCSc2ccccc21 (stereo unspecified) was read as OX1R antag-1 31 and OX1R antag-2 -8.
For CCO[C@H]1OC(C(N)=O)=C[C@@H](C2CCCCC2)[C@@H]1CCCO the results were OX1R antag-1 0 and OX1R antag-2 -4.
`N#Cc1nc(-c2ccccc2F)oc1NCc1cccc2c1OCO2` gave OX1R antag-1 10 and OX1R antag-2 -15.
`CN(c1ccccc1)S(=O)(=O)c1cccc(C(=O)NC2CCCC2)c1` gave OX1R antag-1 4 and OX1R antag-2 -17.
For COc1ccc(CCN2C(=O)C3C4CC(C5C(C(=O)NN)=NOC45)C3C2=O)cc1OC (stereo unspecified) the results were OX1R antag-1 51 and OX1R antag-2 -21.

Sorted by molecular weight (ascending): 5 of the compounds above.
O=C(Cc1ccccc1)NC1CCSc2ccccc21 (stereo unspecified) was read as OX1R antag-1 31 and OX1R antag-2 -8.
`CN(C)c1cccc(C(=O)NNC(=O)/C=C/c2cccs2)c1` gave OX1R antag-1 1 and OX1R antag-2 -11.
COc1ccc(OCc2nc(-c3ccc(F)c(F)c3)cs2)cc1 was read as OX1R antag-1 12 and OX1R antag-2 -9.
`N#Cc1nc(-c2ccccc2F)oc1NCc1cccc2c1OCO2` gave OX1R antag-1 10 and OX1R antag-2 -15.
Screening C/C(=N\N1CCN(Cc2ccccc2Cl)CC1)c1ccc([N+](=O)[O-])cc1 returned OX1R antag-1 8 and OX1R antag-2 -16.

(continued)
`Cc1ccc(S(=O)(=O)N(C)c2ccc(C(=O)N3CCCCC3)cc2)cc1` gave OX1R antag-1 14 and OX1R antag-2 -20.
CCOc1cccc(CN2CCCC(CNC(=O)c3cccc(OC)c3OC)C2)c1 (stereo unspecified) was read as OX1R antag-1 -4 and OX1R antag-2 -37.
Screening CC(C)[C@H](NC(=O)c1ccccc1)C(=O)OCc1nc2scc(-c3ccccc3)c2c(=O)[nH]1 returned OX1R antag-1 20 and OX1R antag-2 7.
Screening CCN(CC)CCn1c(=N)n(CC(O)COc2cccc(C)c2)c2ccccc21 (stereo unspecified) returned OX1R antag-1 11 and OX1R antag-2 -14.
`COc1ccccc1C(c1nnnn1Cc1ccccc1)N1CCN(c2nc3ccccc3s2)CC1` (stereo unspecified) gave OX1R antag-1 17 and OX1R antag-2 3.
CCN(CC(=O)Nc1c(F)cccc1F)C(=O)/C=C/c1ccc2c(c1)OCO2 was read as OX1R antag-1 20 and OX1R antag-2 -12.
For Cc1ccc(/C=C/C(=O)NCc2ccccn2)o1 the results were OX1R antag-1 7 and OX1R antag-2 -4.
`CCCCNC(=O)C1(NC(=O)Nc2ccc(C)cc2)CCCCC1` gave OX1R antag-1 12 and OX1R antag-2 7.
`CCN1CC(c2ccccc2)C(c2ccc(Cl)cc2)=N1` (stereo unspecified) gave OX1R antag-1 4 and OX1R antag-2 -26.
CC1CCN(CC(=O)n2c3c(c4ccccc42)CCCC3)CC1 was read as OX1R antag-1 4 and OX1R antag-2 -29.
For COc1c(O)cccc1/C=N/NC(=O)Cn1ccnc1C the results were OX1R antag-1 13 and OX1R antag-2 5.
`CSCCC(NC(=O)COc1ccccc1)C(=O)N1CCCCCC1` (stereo unspecified) gave OX1R antag-1 3 and OX1R antag-2 -38.
Screening C[N+]1(C)CCC(OC(=O)C(O)(c2ccccc2)C2CCCC2)C1 (stereo unspecified) returned OX1R antag-1 12 and OX1R antag-2 2.
N#CC1=C(N)Nc2ncnn2C1c1ccc(F)cc1 (stereo unspecified) was read as OX1R antag-1 20 and OX1R antag-2 -5.
For CN(C)C(=O)c1cccn(Cc2ccc(C(F)(F)F)cc2)c1=O the results were OX1R antag-1 35 and OX1R antag-2 -20.
Screening Cc1nc2nc(SCc3ccc([N+](=O)[O-])cc3)[nH]c2cc1Br returned OX1R antag-1 8 and OX1R antag-2 -24.
`O=C(CCl)Nc1ccccc1Sc1ccccc1` gave OX1R antag-1 24 and OX1R antag-2 -17.
NC(=O)COC(=O)CN1C(=O)C2CCCCC2C1=O (stereo unspecified) was read as OX1R antag-1 17 and OX1R antag-2 3.
`C/C(=C\c1ccco1)CN1CCC(N2CCC(C(=O)N3CCOCC3)CC2)CC1` gave OX1R antag-1 12 and OX1R antag-2 -6.
Cc1ccc2c(c1)N(S(=O)(=O)c1ccc(F)cc1)C(C(C)(C)C)CO2 (stereo unspecified) was read as OX1R antag-1 5 and OX1R antag-2 14.
Screening CC1Cc2nc(SCC(=O)Nc3ccc4c(c3)OCO4)n(Cc3ccccc3)c(=O)c2S1 (stereo unspecified) returned OX1R antag-1 19 and OX1R antag-2 -25.
For CCOC(=O)CNC(=O)CSc1nnc(Cn2c(=O)sc3ccccc32)n1C the results were OX1R antag-1 9 and OX1R antag-2 -10.
Screening O=S(=O)(NCc1ccccc1)c1ccccc1NCCc1ccccc1 returned OX1R antag-1 17 and OX1R antag-2 14.
For O=C1CSC(c2ccccn2)N1c1ccccc1 (stereo unspecified) the results were OX1R antag-1 5 and OX1R antag-2 -17.
For CCc1nnc(NC(=O)CSc2nnc(CNc3ccc(F)cc3)n2C2CCCCC2)s1 the results were OX1R antag-1 15 and OX1R antag-2 -21.
For CC(C)(C)OC(=O)N1CCN(C(=O)[C@H](Cc2ccc(O)cc2)n2cc(CCO)nn2)CC1 the results were OX1R antag-1 20 and OX1R antag-2 -4.
For CCOC(=O)C1=C(C)OC(N)=C(C#N)C1c1ccsc1 (stereo unspecified) the results were OX1R antag-1 21 and OX1R antag-2 -9.
`N/C(=N/O)c1nc(N2CCCCC2)nc(N2CCCCC2)n1` gave OX1R antag-1 16 and OX1R antag-2 -4.
Cc1ccc(C(=O)OCC(=O)Nc2sccc2C(N)=O)cc1NC(=O)c1ccco1 was read as OX1R antag-1 43 and OX1R antag-2 -24.
CCCn1c(SCC(=O)NC2CCCC2)nnc1-c1ccccn1 was read as OX1R antag-1 6 and OX1R antag-2 -31.
`COCCNC(=O)c1ccc2c(=O)n(CCOC)c(=O)[nH]c2c1` gave OX1R antag-1 -1 and OX1R antag-2 8.
Screening CCCn1cnc2cc(NCc3cccc(OC)c3O)ccc21 returned OX1R antag-1 24 and OX1R antag-2 -12.
CCN1CCN(C2=C(NS(=O)(=O)c3ccccc3)C(=O)c3ccccc3C2=O)CC1 was read as OX1R antag-1 74* and OX1R antag-2 -4.
`O=C(O)Cc1sc(-c2ccc(C(=O)O)cc2)nc1-c1ccccc1` gave OX1R antag-1 9 and OX1R antag-2 -7.
CCOc1cc(/C=C2\C(=O)ON=C2c2ccccc2)ccc1OC was read as OX1R antag-1 7 and OX1R antag-2 -3.
For CCCCN1C(=O)NC(c2cccc([N+](=O)[O-])c2)C(C(=O)OCC)=C1C (stereo unspecified) the results were OX1R antag-1 27 and OX1R antag-2 -47.
`CCC(CO)Oc1cc(NC(=O)c2cccc3ccccc23)c2ncn(C(C)C)c2c1` (stereo unspecified) gave OX1R antag-1 13 and OX1R antag-2 -1.
c1ccc(-c2sc3ccccc3c2-c2ccc(OCCN3CCOCC3)cc2)cc1 was read as OX1R antag-1 3 and OX1R antag-2 -32.
For CC(Sc1nnnn1C)C(=O)Nc1ccccc1-c1ccccc1 (stereo unspecified) the results were OX1R antag-1 11 and OX1R antag-2 -8.
`CC(C)(C)NC(=O)Cn1c(=O)oc2ccc(Cl)cc21` gave OX1R antag-1 12 and OX1R antag-2 -7.
`N#CCC(=O)Nc1ccc(C(=O)OCC(=O)NC2CCCc3ccccc32)cc1` (stereo unspecified) gave OX1R antag-1 6 and OX1R antag-2 -2.
`Cc1ccc(CNC(=O)CC2C(=O)Nc3c2c(=O)n(C)c(=O)n3Cc2ccccc2)cc1` (stereo unspecified) gave OX1R antag-1 28 and OX1R antag-2 -27.
`COc1ccccc1NCCC(=O)OCC(=O)Nc1cccc(S(=O)(=O)N(C)C)c1` gave OX1R antag-1 -2 and OX1R antag-2 -12.
`CCOC(=O)NC(=O)CSc1nc2ccccc2[nH]1` gave OX1R antag-1 13 and OX1R antag-2 -8.
Screening CCOC(=O)C1=C(N)OC2=C(C(=O)CC(C)(C)C2)C1c1cccnc1 (stereo unspecified) returned OX1R antag-1 15 and OX1R antag-2 -19.
For CCOc1ccccc1COC(=O)c1cccc(-n2cnnn2)c1 the results were OX1R antag-1 25 and OX1R antag-2 -45.
Screening CC1Cc2cc(/C(O)=C3/C(=O)C(=O)N(CCCn4ccnc4)C3c3cccnc3)ccc2O1 (stereo unspecified) returned OX1R antag-1 15 and OX1R antag-2 10.
Screening O=C(c1cc(COc2ccc(F)cc2Cl)on1)N1CCCCCCC1 returned OX1R antag-1 6 and OX1R antag-2 -24.
For COc1cc(OC)cc(C(=O)NCCC(=O)NCCc2ccc(OC)c(OC)c2)c1 the results were OX1R antag-1 9 and OX1R antag-2 0.
Screening Cc1n[nH]c(C)c1C(=O)CC1(O)C(=O)N(CCc2ccccc2)c2ccc(Cl)cc21 (stereo unspecified) returned OX1R antag-1 29 and OX1R antag-2 -1.
For COc1ccc(C(=O)N/N=C/c2ccccc2C(=O)O)cc1OC the results were OX1R antag-1 8 and OX1R antag-2 -16.
Screening COc1ccccc1NC(=O)N1CCC(NC(=O)C2CCCCC2)CC1 returned OX1R antag-1 29 and OX1R antag-2 2.
`CC[C@@H](C)[C@H](NS(=O)(=O)c1ccc(C)cc1)C(=O)N1CCC(C(=O)NCC(=O)O)CC1` gave OX1R antag-1 -5 and OX1R antag-2 -9.
COC(=O)c1sc2nc(SCc3ccccc3C#N)n(N)c(=O)c2c1C was read as OX1R antag-1 12 and OX1R antag-2 -12.
`C=CCS/C(N)=N\N=C\c1c(O)ccc2ccccc12` gave OX1R antag-1 16 and OX1R antag-2 -2.
CCOc1ccc(CCNC(=O)c2ccc(F)c(S(=O)(=O)N3CCOCC3)c2)cc1OCC was read as OX1R antag-1 10 and OX1R antag-2 -44.
Screening CC1Cc2ccccc2N1C(=O)Cc1cccs1 (stereo unspecified) returned OX1R antag-1 2 and OX1R antag-2 -23.

Outcome played no part in choosing rows. About 2.1% of those tested had a hit in this group.
